FUS yeast rescue = FUS proteinopathy suppression in yeast; S. cerevisiae FUS-expressing, growth rescue, OD600, 24 h; Potency, µM (highest dose often 76.6 µM), without a hit: at the highest dose growth rescue (activation), actives largely listed as activators; actives 0.24% (n = 390,000);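 further: potency means the concentration at half of the fitted maximal effect; plate controls were DMSO vehicle for no effect and reference control for full effect; nearly all actives have a fitted effect of over 55% in size; some results filed as inactive show a strong effect at the top dose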
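Read-out: OD at 600 nm after 24hr at 30C, reporting rescue of FUS-induced yeast toxicity. Cells at OD 0.005 in galactose (2%) minimal medium; compounds tested in a dilution series; CP55940 titration from 92uM final as control.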
WRN helicase inh = WRN helicase (human) inhibition; Potency, µM (series often up to 114 µM), for the others: top-dose activity change, negative = inhibition, usual class: inhibitors; actives 0.46% (n = 360,000); WRN helicase unwinding, fluorescent forked duplex, kinetic; further: potency means the concentration at half of the fitted maximal effect; on the % scale 0 is the no-effect control and ±100 the full control effect; nearly all actives have a fitted effect of over 55% in size
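WRN at 20 nM final preincubated with compound 15 min at room temperature; reaction started with 100 nM fluorophore/quencher forked duplex oligonucleotide and 2 mM ATP final. Unwinding followed kinetically by red fluorescence (ex 525, em 598 nm).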
IL-2 act = activates IL-2 in a cell-based reporter assay. IL-2 activation reporter assay, cell-based qHTS; stimulated with anti-CD3/CD4/CD28 beads; in transgenic mouse T cells. activation, % (series mostly up to about 46 µM). actives 0.065% (n = 360,000); in the data active means activation above about 50%; inconclusive means mostly about 30% to 49%; further: 0% is about no effect
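Quantitative HTS in unstimulated transgenic mouse T cells, with memory T cells as non-tolerant control and PMA/ionomycin as tolerance-bypass control. Compound pretreatment lasted 60 minutes before 18 h bead stimulation; EGFP/DsRed fluorescence read.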
EPAC1 antagonist = antagonists of human EPAC1; O95398; EPAC1 GEF assay, Rap1b-BODIPY-GDP exchange fluorescence; Potency, µM (doses to about 115 µM), without a hit: top-dose activity change, negative = inhibition, usual class: inhibitors; actives 0.14% (n = 360,000);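 further: potency means the concentration at half of the fitted maximal effect; plate controls were vehicle for no effect and positive control for full effect; nearly all actives have a fitted effect of over 50% in size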
PI5P4K alpha inh = PI5P4K alpha (human) kinase inhibition. P48426. PI5P4Kalpha enzyme, ADP-Glo luminescence, 60 min; stronger effect = lower value. max response, %. actives 1.2% (n = 330,000). AID 652105; active means max response of -50% or lower; inconclusive means between -30% and -50%; inactive means -30% or higher; further: value at the top dose of about 77 µM; on the % scale 0 is the no-effect control and ±100 the full control effect
Target sequence (P48426 whole entry, looked up): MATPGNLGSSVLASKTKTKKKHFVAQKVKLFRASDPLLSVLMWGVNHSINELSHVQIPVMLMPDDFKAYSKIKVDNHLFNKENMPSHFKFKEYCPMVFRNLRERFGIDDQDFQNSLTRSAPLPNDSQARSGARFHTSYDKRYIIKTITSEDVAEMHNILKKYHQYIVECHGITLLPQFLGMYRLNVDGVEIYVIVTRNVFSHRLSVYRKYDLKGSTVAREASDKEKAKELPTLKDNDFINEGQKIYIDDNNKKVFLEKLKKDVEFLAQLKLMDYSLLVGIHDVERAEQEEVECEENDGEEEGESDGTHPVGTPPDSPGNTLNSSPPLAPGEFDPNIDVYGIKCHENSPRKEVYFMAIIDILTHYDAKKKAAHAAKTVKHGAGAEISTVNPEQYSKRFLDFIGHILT
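Reactions run in 0.038 M HEPES pH 7.4, 0.28 mM EGTA, 0.1% CHAPS and 5% DMSO, with PI5P4Kalpha, substrate, compound and 5 microM ATP final, one hour at room temperature. Readout is ADP-Glo luminescence.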
PLK1 PBD inh = inhibitors of human PLK1 polo-box domain binding; AID 720504; actives 2.8% (n = 360,000); Plk1 PBD binding of FITC phosphopeptide, fluorescence polarization; Potency, µM, inactives show max response, negative = inhibition, usual class: inhibitors; P53350; further: potency means the concentration at half of the fitted maximal effect; series mostly up to about 57 µM; on the % scale 0 is the no-effect control and ±100 the full control effect; nearly all actives have a fitted effect of over 65% in size
Target sequence (P53350 whole entry, looked up, the tested form may be a part): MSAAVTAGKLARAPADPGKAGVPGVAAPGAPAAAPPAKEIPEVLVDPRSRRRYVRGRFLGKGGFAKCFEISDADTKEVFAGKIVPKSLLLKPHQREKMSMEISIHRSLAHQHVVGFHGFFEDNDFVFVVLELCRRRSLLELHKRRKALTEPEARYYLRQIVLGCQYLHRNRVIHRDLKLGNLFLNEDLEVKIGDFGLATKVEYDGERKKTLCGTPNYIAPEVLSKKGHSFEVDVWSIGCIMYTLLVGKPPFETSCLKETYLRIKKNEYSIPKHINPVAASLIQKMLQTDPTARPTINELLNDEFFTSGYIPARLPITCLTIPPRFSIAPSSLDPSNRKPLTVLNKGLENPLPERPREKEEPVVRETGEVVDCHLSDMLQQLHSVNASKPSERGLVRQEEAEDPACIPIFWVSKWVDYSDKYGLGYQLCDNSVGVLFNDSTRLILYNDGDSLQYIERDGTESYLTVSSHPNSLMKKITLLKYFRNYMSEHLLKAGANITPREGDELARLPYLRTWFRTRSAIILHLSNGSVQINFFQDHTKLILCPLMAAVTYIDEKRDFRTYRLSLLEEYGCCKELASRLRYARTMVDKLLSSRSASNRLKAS
EPAC1 agonist = agonists of human EPAC1 | O95398 | EPAC1 agonist qHTS, biochemical assay; response scale: 100% = response to 6.5 mM cAMP | Potency, µM (highest dose often 154 µM), inactives show top-dose activation, actives largely listed as activators | actives 0.073% (n = 360,000) | AID 720707; further: potency means the concentration at half of the fitted maximal effect; nearly all actives have a fitted effect of over 60% in size
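Compounds were pinned as a concentration titration into mixtures of EPAC1 (100 nM), BODIPY-GDP-loaded Rap1B (250 nM) and GDP (50 uM). After 5 min at room temperature, fluorescence was followed for 30 min; activity was scaled to 6.5 mM cAMP.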
Abeta rescue = restores growth of yeast expressing A-beta42 peptide. yeast expressing A-beta42, growth rescue, OD600, 48 h; response scale: 0% DMSO, 100% iron-clioquinol control. Potency, µM (doses to about 46.1 µM), for the others: top-dose growth rescue, usual class: activators. actives 0.063% (n = 410,000). AID 1347071; further: potency means the concentration at half of the fitted maximal effect; nearly all actives have a fitted effect of over 55% in size
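Yeast growth medium received pinned compounds, then yeast cells expressing toxic A-beta were added; plates incubated at 30 C for 48 hr. Growth read as absorbance at 600 nm, normalized to DMSO and equimolar FeCl3 plus clioquinol controls.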
* hit, by the source's call; ? = inconclusive; · = not tested or not shown; [ ] = dose if it differs, or a comment. Unless noted, the call rests on the fitted dose curve; in most records, active means well fitted curve in the direction sought with a large enough effect; inconclusive means small, poorly fitted or top-dose-only effect, or another doubt; inactive means no such curve, though single readings can be large; an effect the other way counts as inactive or inconclusive. Hits appear at their usual frequency, and some 4.1% of all compounds hit somewhere here.

entry	molecule	IL-2 act	EPAC1 agonist	Abeta rescue	WRN helicase inh	EPAC1 antagonist	PI5P4K alpha inh	FUS yeast rescue	PLK1 PBD inh
1	C[C@]12CCC(O)CC1=CCC1C2CC[C@]2(C)/C(=N\NC(N)=S)CCC12 (stereo partly specified)	-3.8	-7%	2.5µM*	2%	18%	-5	0%	-2%
2	Cc1ccc(NC(=O)CS(=O)(=O)c2cn(C)c3ccccc23)c(C)c1	-1.1	-1%	12%	0%	-19%	-3	-1%	-13%
3	Cc1noc(C)c1-c1ccc(C(=O)NCC2CC2)c2occc12	0.0	-12%	7%	0%	2%	-4	22%	1%
4	c1ccc(CNc2ncnc3c2cnn3-c2ccccc2)cc1	-0.9	2%	14%	2%	-2%	0	8%	-2%
5	Cc1noc(C)c1C(=O)Nc1nc(-c2cc(F)ccc2F)cs1	2.6	6%	9%	-11%	-1%	0	13%	-15%
6	CCn1cc(C(=O)Nc2ccc(Cl)cc2Cl)cn1	-0.4	4%	0%	4%	0%	-1	9%	-2%
7	CCOC(=O)NC(=S)Nc1c(C)n(C)n(-c2ccccc2)c1=O	-0.5	-1%	-8%	-2%	12%	-4	-3%	-9%
8	CCCCCCCCC(c1nc2cc(C)c(C)cc2[nH]1)n1c(=O)c(-c2ccccc2Br)nc2ccccc21 (stereo unspecified)	-0.2	-24%	-12%	-5%	-9%	1	-19%	-1%
9	CC(C)(C)NCC(O)COc1ccc(Br)cc1 (stereo unspecified)	0.5	14%	3%	-3%	7%	0	-5%	-3%
10	CCn1c(CC(=O)Nc2ccc(Cl)c(Cl)c2)nnc1SCc1ccc(C)cc1	-0.5	-5%	24%	-11%	-2%	1	·	-2%
11	O=C(OC1CCOC1=O)c1cc(-c2cccs2)nc2ccccc12 (stereo unspecified)	0.5	7%	-3%	-31%	-8%	-5	26%	-19%
12	CCOC(=O)c1sc2ncn(C(C)C(=O)OCC)c(=O)c2c1C (stereo unspecified)	0.2	-5%	-13%	0%	6%	0	12%	0%
13	COC(=O)CSc1nnc(CNC(=O)c2cc(OC)cc(OC)c2)n1-c1ccc(F)cc1	0.7	10%	-3%	-3%	0%	4	6%	-9%
14	Cc1cc(C)cc(N(CC(=O)NC2CCCCC2)C(=O)CCCC(=O)Nc2ccccn2)c1	-0.8	-2%	-19%	-2%[57.1 µM]	-6%	1	14%	-10%
15	COc1ccccc1-n1cnnc1SCC(=O)NC1CCS(=O)(=O)C1 (stereo unspecified)	-0.7	-7%	1%	1%	-4%	8	8%	7%
16	COc1ccc2[nH]c(=O)c(CNc3cc(C)ccc3C)cc2c1	-3.4	0%	3%	-6%	?	9	8%	-12%
17	CCn1cc(S(=O)(=O)c2ccccc2)c(=O)c2cc(F)c(N3CCN(C)CC3)cc21	-0.9	8%	14%	6%	-3%	3	2%	-17%
18	CC(=O)NC(c1ccccc1)c1nc(-c2cnc3ccccc3c2)cs1 (stereo unspecified)	-0.5	-16%	1%	0%	0%	-3	4%	-2%
19	O=C(CSc1ccc(-c2ccc3c(c2)OCO3)nn1)Nc1nccs1	-2.4	4%	-19%	3%	-22%	-7	-7%	-1%
20	Cc1onc(-c2c(F)cccc2Cl)c1C(=O)Nc1sc2c(c1C#N)CCC(C(C)(C)C)C2 (stereo unspecified)	-3.8	2%	5%	-14%	-11%	2	31%	-11%
21	NC1=NC(=O)CC(C(=O)NCc2ccccc2)S1 (stereo unspecified)	-1.5	-10%	-13%	10%	6%	2	8%	-9%
22	CC(NC(=S)NCCCN1CCOCC1)C12CC3CC(CC(C3)C1)C2 (stereo unspecified)	-1.2	-4%	-1%	-6%	-3%	2	10%	-8%
23	O=c1c2ccccc2sn1-c1ccccc1F	-4.1	3%	-79%[inhibitor]	-5%	-15%	-106*	-2%	3µM*
24	CCOC(=O)N1CCC(NC(=O)Cc2ccccc2)CC1	0.0	-1%	-7%	7%	-11%	-11	-20%	-1%
25	Cc1nn(C(=O)CCC(=O)NCCc2ccccc2)c2ccccc12	-2.9	-2%	7%	-3%	9%	2	-12%	-19%
26	O=C1c2ccccc2NC(c2cccc(O)c2)N1O (stereo unspecified)	-2.9	-7%	3%	1%	8%	-8	-24%	0%
27	Cc1ccccc1-c1nc(CS(=O)(=O)CC(=O)NCc2ccccc2)c(C)o1	-1.0	-18%	-17%	1%	7%	20	-12%	2%
28	CCc1ccccc1N=C1S/C(=C/c2ccccc2OCC(=O)N2CCOCC2)C(=O)N1C	0.1	13%	7%	-12%	-7%	20	·	-5%
29	COc1ccc([C@H]2CC(=O)C=C(c3ccc(NC(C)=O)cc3)C2)cc1OC	-0.4	-10%	-7%	7%	-17%	6	2%	2%
30	O=C(Nc1nc2ccc(C(=O)N3CCCCC3)cc2s1)C1CCCCC1	1.9	-2%	-11%	9%	3%	1	-1%	-8%

Limited to PI5P4K alpha inh and FUS yeast rescue, for some of the entries so far:
nr	Molecule	PI5P4K alpha inh	FUS yeast rescue
18	CC(=O)NC(c1ccccc1)c1nc(-c2cnc3ccccc3c2)cs1 (stereo unspecified)	-3	4%
19	O=C(CSc1ccc(-c2ccc3c(c2)OCO3)nn1)Nc1nccs1	-7	-7%

Whole records as entered above. Screens in order: IL-2 act, EPAC1 agonist, Abeta rescue, WRN helicase inh, EPAC1 antagonist, PI5P4K alpha inh, FUS yeast rescue, PLK1 PBD inh
Cc1noc(C)c1-c1ccc(C(=O)NCC2CC2)c2occc12 reads 0.0, -12%, 7%, 0%, 2%, -4, 22%, 1%
O=C(CSc1ccc(-c2ccc3c(c2)OCO3)nn1)Nc1nccs1 reads -2.4, 4%, -19%, 3%, -22%, -7, -7%, -1%

Returning to the listing, starting 4 compounds before the break.
entry	molecule	IL-2 act	EPAC1 agonist	Abeta rescue	WRN helicase inh	EPAC1 antagonist	PI5P4K alpha inh	FUS yeast rescue	PLK1 PBD inh
27	Cc1ccccc1-c1nc(CS(=O)(=O)CC(=O)NCc2ccccc2)c(C)o1	-1.0	-18%	-17%	1%	7%	20	-12%	2%
28	CCc1ccccc1N=C1S/C(=C/c2ccccc2OCC(=O)N2CCOCC2)C(=O)N1C	0.1	13%	7%	-12%	-7%	20	·	-5%
29	COc1ccc([C@H]2CC(=O)C=C(c3ccc(NC(C)=O)cc3)C2)cc1OC	-0.4	-10%	-7%	7%	-17%	6	2%	2%
30	O=C(Nc1nc2ccc(C(=O)N3CCCCC3)cc2s1)C1CCCCC1	1.9	-2%	-11%	9%	3%	1	-1%	-8%
31	CCOCCCNC(=O)c1ccc2c(c1)N(Cc1ccccc1)C(=O)CS2=O (stereo unspecified)	-0.9	0%	9%	-2%	?	-2	1%	-1%
32	CSc1ncnc2c1ncn2CCCNCc1cccs1	0.5	8%	-10%	-5%	-15%	10	-21%	-6%
33	CCOc1cc(N2CCOCC2)c(OCC)cc1NCC(=O)N1CCN(Cc2ccccc2)CC1	-2.1	1%	10%	?	-5%	2	6%	2%
34	O=C(NCC(=O)N(Cc1ccccc1)C(C(=O)NCC1CCCO1)c1ccccc1)c1ccco1 (stereo unspecified)	3.4	2%	-24%	1%	-6%	-6	-5%	-6%
35	COc1ccc(NC(=O)c2ccccc2SCc2ccccc2)cc1	-3.1	0%	-11%	-9%	6%	-3	-18%	-2%
36	Cc1noc(C)c1COc1ccc(C(=O)Nc2ccccc2)cc1	-1.1	10%	-2%	-8%	-9%	0	-29%	-1%
37	NC(COCc1ccccc1)c1csc(Nc2ccc(C(F)(F)F)cn2)n1 (stereo unspecified)	-0.9	-10%	-30%	0%[57.1 µM]	12%	8	16%	-4%
38	O=C(CSC1=NS(=O)(=O)c2cc(F)ccc2N1)Nc1ccccc1	-1.3	2%	6%	-2%	-1%	0	18%	-10%
39	Cc1c(NC(=O)COC(=O)c2ccccc2Cl)c(=O)n(-c2ccccc2)n1C	-0.2	9%	9%	-7%	0%	-8	-1%	-7%
40	O=C(NCCNc1ccc([N+](=O)[O-])cc1Cl)c1ccccc1F	-0.5	2%	1%	3%	11%	4	-1%	-8%
41	O=C(O)C1CCCN1C(=O)Oc1ccccc1 (stereo unspecified)	-2.2	2%	21%	2%	9%	·	7%	2%
42	COc1cccc(CNc2nc3cc(-c4ccccc4)sc3c(=O)n2C)c1	-0.6	-4%	0%	-6%[57.1 µM]	-13%	34	-11%	4%
43	Cc1cc(C)n(CCC(=O)N/N=C/c2ccc(Br)c([N+](=O)[O-])c2)n1	0.0	8%	10%	-2%	12%	2	3%	-15%
44	COc1ccc(C2NC(=O)CCC2[N+](=O)[O-])cc1 (stereo unspecified)	1.6	-5%	3%	-4%	12%	8	-10%	-12%
45	CN(c1ccc(C(=O)NCCSC(C)(C)C)cc1)S(=O)(=O)c1ccccc1	-1.1	2%	6%	-3%	-28%	5	32%	3%
46	CCCNS(=O)(=O)c1cccc(C(=O)OCc2cc(=O)oc3cc(OC)ccc23)c1	-0.3	0%	0%	2%	11%	-25	36%	0%
47	COc1ccc(NS(=O)(=O)c2cccc(C(=O)NNC(=O)CNC(=O)c3ccccc3F)c2)cc1	-3.9	0%	-7%	11%	8%	-3	17%	0%
48	CCOc1ccccc1N(CC(=O)N1CCN(Cc2ccccc2)CC1)S(=O)(=O)c1ccccc1	-5.0	4%	26%	-3%	-8%	-3	19%	-7%

Source: PubChem
